beta cell repl: MIN6 beta-cell proliferation induction. AID 2380. MIN6 cells proliferation, ATPlite luminescence, 48 h; cells starved in 0.2% serum; 100% = growth in 10% serum. proliferation, % at 10 µM. actives 0.29% (n = 330,000);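 active means compounds whose signal lies at least 3.5 SD above the mean of all wells on their plate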;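 further: 0% = DMSO-treated cells in low-serum medium and 100% = 10% serum control; some compounds called inactive have numbers as strong as hits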
TIM10 inh: growth inhibitors of TIM10 yeast strain. S. cerevisiae TIM10 strain growth, BacTiter-Glo luminescence, 24 h. inhibition, % at 10 µM. actives 1.4% (n = 330,000). AID 463195;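 active means inhibition of 40% or more at the single tested concentration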;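 further: wild-type TIM10 isogenic control strain grown at permissive 25 °C; 0% = DMSO yeast wells and 100% = minimal medium wells without yeast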
tim10-1 inh: growth inhibitors of tim10-1 mutant yeast | S. cerevisiae tim10-1 ts strain growth, BacTiter-Glo, 24 h | inhibition, % at 20 µM | actives 2.2% (n = 330,000) | AID 463190;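 active means inhibition of at least 40%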;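 further: mutant grown at 25 °C; 0% = DMSO wells with yeast and 100% = wells holding no yeast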
hIAP inh: human IAP inhibition; purified IAP, CDP-Star luminescence, 30 min; AID 2544; inhibition, % at 10 µM; actives 0.12% (n = 330,000);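 active means inhibition reaching a set limit with compound at 10 µM in the primary screen, cut at about 35% in these data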;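 further: plate controls were DMSO wells with enzyme for no effect and no-enzyme buffer wells for full effect; values of inactives mirror those of a sister screen read the other way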
Target sequence (P09923 whole entry, looked up): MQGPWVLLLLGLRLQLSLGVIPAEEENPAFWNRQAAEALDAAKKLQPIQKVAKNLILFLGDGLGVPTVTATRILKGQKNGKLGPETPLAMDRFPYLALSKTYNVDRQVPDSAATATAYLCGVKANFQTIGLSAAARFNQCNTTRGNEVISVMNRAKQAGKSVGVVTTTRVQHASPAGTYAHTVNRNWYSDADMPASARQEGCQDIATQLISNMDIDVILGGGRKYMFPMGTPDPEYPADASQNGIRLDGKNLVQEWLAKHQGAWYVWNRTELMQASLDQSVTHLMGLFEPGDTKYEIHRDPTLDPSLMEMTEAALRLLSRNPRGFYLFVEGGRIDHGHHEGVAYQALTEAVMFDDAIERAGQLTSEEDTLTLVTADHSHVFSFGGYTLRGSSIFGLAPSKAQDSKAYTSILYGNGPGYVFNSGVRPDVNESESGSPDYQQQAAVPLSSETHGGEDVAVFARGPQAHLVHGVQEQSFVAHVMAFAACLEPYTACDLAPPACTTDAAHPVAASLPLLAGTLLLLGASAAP
NALP3 yeast inh: NALP3 inhibition in yeast. Yeast reconstituted NLRP3/ASC/caspase-1, beta-gal luminescence, 24 h. inhibition, % at 10 µM. actives 0.39% (n = 330,000);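 active means inhibition of 50% or more; inactive means inhibition below 50%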;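 further: plate controls were induced DMSO wells for no effect and uninduced yeast grown without galactose for full effect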
mIAP inh: mouse IAP inhibition; purified mouse IAP, CDP-Star luminescence, 30 min; inhibition, % at 10 µM; actives 0.2% (n = 330,000); AID 2806;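 active means inhibition of at least 40% at 10 µM in the primary screen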;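 further: plate controls were DMSO with enzyme for no effect and no enzyme wells for full effect; values of inactives mirror those of a sister screen read the other way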
A3A deaminase: inhibitors of human APOBEC3A DNA deaminase; AID 493011; P31941; actives 0.41% (n = 330,000); recombinant A3A, FAM/TAMRA ssDNA deamination fluorescence; inhibition, % at 20 µM;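 active means at least 40% inhibition at 20 µM here, with at most 30% in a related deaminase screen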;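 further: plate controls were A3A with DMSO for no effect and wells lacking A3A enzyme for full effect; some results filed as inactive read as strong as hits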
Target sequence (P31941 whole entry, looked up): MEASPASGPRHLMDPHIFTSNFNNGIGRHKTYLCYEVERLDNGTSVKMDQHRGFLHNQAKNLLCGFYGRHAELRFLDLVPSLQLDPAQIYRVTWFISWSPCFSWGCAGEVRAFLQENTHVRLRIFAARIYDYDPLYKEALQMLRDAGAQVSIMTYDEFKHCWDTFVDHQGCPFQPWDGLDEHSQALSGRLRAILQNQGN
mIAP activ: increases mouse intestinal alkaline phosphatase activity | muIAP, CDP-Star luminescence, 30 min; active compounds read high; 1 = vehicle-only enzyme signal, 0 = enzyme-free wells | activation factor at 10 µM | actives 0.24% (n = 330,000);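 active means activation factor of at least 2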; further: the source names both 10 and 20 µM as test concentration; values of inactives mirror those of a sister screen read the other way
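Assay system: mouse IAP enzyme / Compound: DMSO-dissolved test compounds / Timing: 30 min, room temperature / Measured by: luminescence from enzymatic CDP-Star hydrolysis / Control set: DMSO-only wells, enzyme-free buffer wells as negative control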
APOBEC3G inh: APOBEC3G (human) deaminase inhibition. Q9HC16. recombinant A3G, ssDNA deamination FAM/TAMRA fluorescence. inhibition, % at 20 µM. actives 0.28% (n = 330,000). AID 493012;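 active means inhibition of at least 40% at 20 µM, with no more than 30% in the related APOBEC3A deaminase screen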;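 further: plate controls were DMSO wells with A3G for no effect and wells lacking A3G enzyme for full effect; some compounds called inactive have numbers as strong as hits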
* hit, by the source's call. Outcome played no part in choosing rows (roughly 4.6% active in at least one column).

SMILES | beta cell repl | TIM10 inh | tim10-1 inh | hIAP inh | NALP3 yeast inh | mIAP inh | A3A deaminase | mIAP activ | APOBEC3G inh
COc1ccc(/C=N/NC(=O)c2c(C)nc3ccc(Cl)cn23)cc1OC | 3 | 5 | -8 | -10 | 7 | 9 | -5 | 0.91 | -9
CCN(CC(=O)NCc1cccs1)C(=O)c1ccc(S(=O)(=O)Nc2ccccc2)cc1 | -1 | -4 | -2 | 4 | 5 | -1 | 2 | 1 | -4
Cc1csc(=O)n1CCC(=O)OCc1nnc(-c2ccc(Cl)cc2)o1 | 3 | -7 | 1 | 6 | 21 | 12 | -4 | 0.89 | -11
Cc1cc2occ(CC(=O)Nc3nnc(C4CC4)s3)c2cc1C | -2 | 10 | 9 | 9 | -6 | -2 | -4 | 1 | -7
CCOC(=O)C1CCN(S(=O)(=O)c2ccc(Cl)s2)CC1 | 2 | -1 | 13 | 18 | 41 | 6 | -3 | 0.94 | -12
CC(=O)NNC1=Nc2ccccc2N(C)C(C)C1 (stereo not drawn) | 0 | 6 | -2 | -10 | 14 | 5 | 0 | 0.95 | -3
CC(SCc1ccccc1)C(=O)N/N=C/c1cc2c(cc1Br)OCO2 (stereo not drawn) | -3 | 10 | 36 | -3 | 20 | -3 | 1 | 1 | -2
Cc1ccc2nc3c(cc(C(=O)NCC4CCCO4)c(=N)n3CC3CCCO3)c(=O)n2c1 (stereo not drawn) | 1 | -7 | -12 | 0 | 5 | -2 | -2 | 1 | -7
Cc1ccccc1-c1nc(CS(=O)(=O)CC(=O)NCCc2ccccc2)c(C)o1 | 0 | -4 | 35 | 2 | 19 | -3 | -6 | 1 | -9
O=C(NCCN1CCOCC1)c1ccc2c(c1)N(Cc1ccccc1)CCS2 | -6 | 5 | 18 | 10 | 0 | -14 | -4 | 1.1 | 5
Cc1ccc(CNC(=O)CSCC(=O)O)cc1 | -2 | -1 | 16 | 5 | 14 | 3 | -1 | 0.97 | -5
O=C(/C=C/c1ccccc1)OCCN=C1NS(=O)(=O)c2ccccc21 | 0 | 5 | -22 | 18 | 7 | 5 | -2 | 0.95 | -8
COc1cccc(C(=O)OCc2cc(=O)oc3c(C)c(C)ccc23)c1OC | -3 | 6 | -6 | 11 | 12 | 8 | -4 | 0.92 | -15
CCOCCCNC(=O)CCN1C(=O)c2ccccc2Sc2ncccc21 | -2 | 1 | -8 | -12 | 4 | -5 | 7 | 1 | 0
Cc1nc(S(=O)(=O)N(C)Cc2ccccc2)c(C#N)c(C)c1Cl | 4 | 13 | 28 | 0 | -8 | -15 | -2 | 1.2 | -5

Some of the entries so far, with tabs.
SMILES	beta cell repl	TIM10 inh	tim10-1 inh	hIAP inh	NALP3 yeast inh	mIAP inh	A3A deaminase	mIAP activ	APOBEC3G inh
O=C(NCCN1CCOCC1)c1ccc2c(c1)N(Cc1ccccc1)CCS2	-6	5	18	10	0	-14	-4	1.1	5
O=C(/C=C/c1ccccc1)OCCN=C1NS(=O)(=O)c2ccccc21	0	5	-22	18	7	5	-2	0.95	-8
COc1cccc(C(=O)OCc2cc(=O)oc3c(C)c(C)ccc23)c1OC	-3	6	-6	11	12	8	-4	0.92	-15
Cc1ccc(CNC(=O)CSCC(=O)O)cc1	-2	-1	16	5	14	3	-1	0.97	-5

The listing continues:
SMILES | beta cell repl | TIM10 inh | tim10-1 inh | hIAP inh | NALP3 yeast inh | mIAP inh | A3A deaminase | mIAP activ | APOBEC3G inh
C=CCn1c(-c2ccc(Cl)cc2)c[nH]c1=S | 1 | 13 | 30 | -5 | 26 | -10 | -3 | 1.1 | 6
O=C(CNS(=O)(=O)c1ccc(Br)cc1)N1CCN(c2ccc(F)cc2)CC1 | -4 | 3 | 28 | -11 | 25 | 1 | -1 | 0.99 | -4
O=C(COC(=O)c1cc(S(=O)(=O)N2CCOCC2)ccc1Cl)NCc1ccccc1 | 0 | 0 | 6 | 4 | 15 | 1 | 1 | 0.99 | -2
CN(C(=O)COC(=O)/C=C/c1ccc(Cl)c(Cl)c1)c1c(N)n(Cc2ccccc2)c(=O)[nH]c1=O | -5 | 14 | -4 | 3 | 2 | 3 | 0 | 0.97 | -7
NCCCCCC(=O)O | -2 | 0 | -6 | -15 | 0 | -4 | 0 | 1 | 1
Nc1nc(NCc2ccco2)nn1-c1ccccc1 | -2 | 6 | 7 | 16 | -8 | 6 | -3 | 0.94 | -5
Cc1ccc(C)c(S(=O)(=O)N2CCN(C(=O)c3ccccc3Cc3ccccc3)CC2)c1 | -6 | 12 | 32 | -6 | 14 | 2 | 1 | 0.98 | -3
CSc1ncccc1C(=O)OCC(=O)Nc1ccc2c(c1)OCO2 | -4 | -11 | -16 | -12 | 8 | -5 | -1 | 1 | -5
COC(=O)c1ccc(COC(=O)C2CC(O)CN2S(=O)(=O)c2ccc([N+](=O)[O-])cc2)cc1 (stereo not drawn) | -1 | 1 | 2 | 3 | 13 | 3 | 1 | 0.97 | -6
COc1cccc(OCCNc2cc(N3CCOCC3)ccc2[N+](=O)[O-])c1 | -2 | -11 | -1 | 8 | 37 | 20 | 0 | 0.8 | 0
O=C1OC(N2C(=O)CC[C@H]2C(=O)NCC2CCCO2)c2ccccc21 (stereo partly drawn) | -2 | -4 | -14 | 6 | 8 | -8 | -2 | 1.1 | -9
Cc1ccc(C)c(C(=O)COC(=O)c2cc(Cl)nc3ccccc23)c1 | 1 | 3 | 34 | 4 | 14 | 8 | 0 | 0.92 | 0
CCn1c(O)c(C=Nc2ccccc2)sc1=S | 3 | 20 | 1 | -11 | 54* | 17 | -1 | 0.83 | -3
CN(Cc1ccccc1)Cc1c(O)ccc2ccccc12 | 1 | 3 | 5 | -37 | 8 | 10 | -2 | 0.9 | -5
O=C(O)CCN(CCC(=O)O)c1ccccc1 | 0 | -2 | -3 | -2 | 3 | -6 | 0 | 1.1 | 0
COc1ccccc1CNC(=O)[C@@H]1CCCN1S(=O)(=O)c1ccc(Cl)cc1 | -5 | 18 | 0 | 11 | 14 | 6 | -1 | 0.94 | -5
Cc1ccc(C2C(C#N)=C(N)Oc3cc(N)ccc32)cc1 (stereo not drawn) | -2 | 12 | 5 | 5 | 22 | -9 | -1 | 1.1 | 0
Cc1ccc(S(=O)(=O)NCc2ccccc2)cc1C(=O)N1CCN(S(=O)(=O)c2ccccc2)CC1 | 3 | 6 | 3 | 5 | 32 | 11 | -4 | 0.89 | -7
CS(=O)(=O)N1CCN(C(=O)Cc2ccc(Br)cc2)CC1 | -2 | -5 | 2 | -12 | 9 | -10 | -2 | 1.1 | -2
O=C(NCc1ccc(F)cc1)C1CCCN(c2cnccn2)C1 (stereo not drawn) | -2 | 4 | -9 | -2 | 4 | -1 | -1 | 1 | 12
Cc1ccc(C(=O)N2CCN(S(C)(=O)=O)C2)cc1 | -2 | 5 | 4 | 6 | 11 | 10 | 2 | 0.91 | 0
COc1cccc(CNC(=O)CCNC(=O)N2CCn3c2nc2ccccc23)c1 | -1 | 2 | 0 | -7 | 16 | -2 | -6 | 1 | -5
COCCCn1c(-c2ccc(Cl)cc2)n[nH]c1=S | 2 | 13 | 15 | -1 | 4 | 1 | -1 | 0.99 | 49*
COc1ccc(C(=O)Cn2c(=N)n(C)c3ccccc32)cc1 | -3 | 2 | 28 | -8 | 10 | 1 | -4 | 0.99 | -5
Cc1ccc(C)c(NC(=O)CC2Oc3ccccc3NC2=O)c1 (stereo not drawn) | 2 | 12 | 4 | 11 | 13 | 3 | 2 | 0.97 | -5
CCOC(=O)C(NC(C)=O)(Nc1cccc(F)c1)C(F)(F)F (stereo not drawn) | 0 | 2 | 8 | 5 | 11 | 0 | -2 | 1 | 1
O=c1oc2c(-c3cccc(F)c3)cc(O)cc2s1 | -4 | -15 | 52* | -2 | 20 | 10 | 1 | 0.9 | 1
CCOc1cc(C)nc(N2CCCC(C(=O)NCc3ccccc3F)C2)n1 (stereo not drawn) | -4 | 27 | 37 | 16 | 8 | -6 | 8 | 1.1 | 1
Clc1ccc(SCCOCCN2CCc3ccccc3C2)cc1 | -1 | -26 | -28 | 5 | 39 | 7 | -1 | 0.93 | -5
CCOC(=O)CCCCNCc1ccccc1 | 0 | 10 | -7 | 5 | 10 | 11 | -2 | 0.89 | -1
CCOCCCn1cc(C(=O)c2cc(Br)ccc2O)cc(C#N)c1=O | -2 | 20 | 19 | 8 | -1 | 6 | 0 | 0.94 | -6
CCN(c1ccc(NC(=O)CN2C(=O)NC3(CCOc4ccccc43)C2=O)cc1)C(C)C (stereo not drawn) | -2 | -8 | 10 | -6 | 12 | -2 | 0 | 1 | -2
Cn1cccc1Cc1nnc(SCC(=O)NCc2ccc3c(c2)OCO3)n1CCc1ccccc1 | -1 | 15 | 15 | -4 | -3 | -1 | -2 | 1 | -4
CC(C)(C)c1ncc(S(=O)(=O)c2ccc(C(F)(F)F)cn2)c(N)n1 | 1 | 14 | 17 | 8 | -3 | -6 | -4 | 1.1 | -8
N#Cc1ccc(-c2cccnc2)nc1SCc1ccc(Cl)cc1Cl | -2 | 26 | 37 | -4 | 5 | -2 | -5 | 1 | 0
CC1(C(=O)Nc2ccccc2)Cc2ccccc2C(=O)O1 (stereo not drawn) | -1 | -1 | 1 | -3 | 33 | 7 | 0 | 0.93 | 2
CC(C)(C)n1cnc2cc(NC(=O)c3ccco3)ccc21 | -3 | 29 | -3 | -6 | 30 | -4 | -2 | 1 | -11
COc1ccc(CCN2C(=O)CSC2c2cccc([N+](=O)[O-])c2)cc1OC (stereo not drawn) | -1 | -9 | 14 | -7 | 24 | 0 | -7 | 1 | -9
Nc1c(S(=O)(=O)c2ccccc2)csc1C(=O)O | -3 | -7 | 8 | 5 | -40 | 5 | 0 | 0.95 | -2

Taken from the results shown for reference:
SMILES | beta cell repl | TIM10 inh | tim10-1 inh | hIAP inh | NALP3 yeast inh | mIAP inh | A3A deaminase | mIAP activ | APOBEC3G inh
COc1ccc(CCN2C(=O)CSC2c2cccc([N+](=O)[O-])c2)cc1OC (stereo not drawn) | -1 | -9 | 14 | -7 | 24 | 0 | -7 | 1 | -9
Nc1c(S(=O)(=O)c2ccccc2)csc1C(=O)O | -3 | -7 | 8 | 5 | -40 | 5 | 0 | 0.95 | -2

Compound activity: PubChem BioAssay, Sanford-Burnham Center for Chemical Genomics
